Screening results from PubChem.
GLS inhibitor: blocks human kidney-isoform glutaminase activity | O94925 | GLS enzymatic activity, qHTS titration | Potency, µM (highest dose often 45.5 µM), without a hit: at the top dose activity change, negative = inhibition, actives largely listed as inhibitors | 410,000 compounds, 0.21% hits | AID 624170; further: on the % scale 0 is the no-effect control and ±100 the full control effect
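Human kidney-isoform GLS in 45 mM KH2PO4 pH 8.2, 0.02% Tween-20, with compound, started with 1mM L-Glutamine (added stock). Glutamate oxidase/HRP/Amplex red coupled fluorescence read at start and after 30 min at RT.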
JMJD2A Tudor inh: inhibitors of human JMJD2A Tudor domain; O75164; AlphaScreen JMJD2A-Tudor / H3K4me3 peptide binding; Potency, µM (top dose mostly 114 µM), inactives show at the top dose activity change, negative = inhibition, hits mostly inhibitors; 390,000 compounds, 4.4% hits; AID 504339; further: on the % scale 0 is the no-effect control and ±100 the full control effect; nearly all actives have a fitted effect of over 50% in size
HP1b binding inh: HP1-beta chromodomain-methylated histone interaction inhibition. 390,000 compounds, 0.56% hits. AlphaScreen HP1-beta / biotin-H3K9me3 peptide binding. Potency, µM (top dose mostly 114 µM), for the others: at the top dose activity change, negative = inhibition, most hits filed as inhibitors; further: nearly all actives have a fitted effect of over 70% in size; inactives centre near 23
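HP1-beta protein (50 nM final) preincubated 30 min at room temperature with biotinylated H3(1-18)K9me3 peptide (50 nM) in PBS pH 7.4, 0.01% Tween-20, then compound added for 30 min. AlphaScreen streptavidin donor/nickel chelate acceptor beads (10 ug/mL final), 30 min dark, luminescence read.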
G9a inh: blocks human histone lysine methyltransferase G9a | Q96KQ7 | 350,000 compounds, 8.8% hits | Potency, µM (top dose mostly 102 µM), without a hit: top-dose activity, negative = inhibition, usual class: inhibitors | G9a H3K9 monomethylation, AlphaScreen, 2 h; further: on the % scale 0 is the no-effect control and ±100 the full control effect; nearly all actives have a fitted effect of over 75% in size
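Chemiluminescent proximity detection of H3K9 monomethylation, read after 10 min bead incubation in the dark. Reaction: 20 nM G9a, 500 nM biotin-H3K9 peptide, 20 uM SAM cofactor, 2 h, room temperature, following 15 min enzyme-compound preincubation.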
BLM helicase inh: blocks DNA unwinding by human BLM helicase | 350,000 compounds, 0.2% hits | Potency, µM (doses to about 56.1 µM), inactives show at the top dose activity change, negative = inhibition, hits mostly inhibitors | recombinant BLM DNA unwinding, fluorescence dequenching | P54132;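 further: plate controls were vehicle for no effect and no enzyme for full effect; nearly all actives have a fitted effect of over 35% in size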
Target sequence (P54132 whole entry, looked up): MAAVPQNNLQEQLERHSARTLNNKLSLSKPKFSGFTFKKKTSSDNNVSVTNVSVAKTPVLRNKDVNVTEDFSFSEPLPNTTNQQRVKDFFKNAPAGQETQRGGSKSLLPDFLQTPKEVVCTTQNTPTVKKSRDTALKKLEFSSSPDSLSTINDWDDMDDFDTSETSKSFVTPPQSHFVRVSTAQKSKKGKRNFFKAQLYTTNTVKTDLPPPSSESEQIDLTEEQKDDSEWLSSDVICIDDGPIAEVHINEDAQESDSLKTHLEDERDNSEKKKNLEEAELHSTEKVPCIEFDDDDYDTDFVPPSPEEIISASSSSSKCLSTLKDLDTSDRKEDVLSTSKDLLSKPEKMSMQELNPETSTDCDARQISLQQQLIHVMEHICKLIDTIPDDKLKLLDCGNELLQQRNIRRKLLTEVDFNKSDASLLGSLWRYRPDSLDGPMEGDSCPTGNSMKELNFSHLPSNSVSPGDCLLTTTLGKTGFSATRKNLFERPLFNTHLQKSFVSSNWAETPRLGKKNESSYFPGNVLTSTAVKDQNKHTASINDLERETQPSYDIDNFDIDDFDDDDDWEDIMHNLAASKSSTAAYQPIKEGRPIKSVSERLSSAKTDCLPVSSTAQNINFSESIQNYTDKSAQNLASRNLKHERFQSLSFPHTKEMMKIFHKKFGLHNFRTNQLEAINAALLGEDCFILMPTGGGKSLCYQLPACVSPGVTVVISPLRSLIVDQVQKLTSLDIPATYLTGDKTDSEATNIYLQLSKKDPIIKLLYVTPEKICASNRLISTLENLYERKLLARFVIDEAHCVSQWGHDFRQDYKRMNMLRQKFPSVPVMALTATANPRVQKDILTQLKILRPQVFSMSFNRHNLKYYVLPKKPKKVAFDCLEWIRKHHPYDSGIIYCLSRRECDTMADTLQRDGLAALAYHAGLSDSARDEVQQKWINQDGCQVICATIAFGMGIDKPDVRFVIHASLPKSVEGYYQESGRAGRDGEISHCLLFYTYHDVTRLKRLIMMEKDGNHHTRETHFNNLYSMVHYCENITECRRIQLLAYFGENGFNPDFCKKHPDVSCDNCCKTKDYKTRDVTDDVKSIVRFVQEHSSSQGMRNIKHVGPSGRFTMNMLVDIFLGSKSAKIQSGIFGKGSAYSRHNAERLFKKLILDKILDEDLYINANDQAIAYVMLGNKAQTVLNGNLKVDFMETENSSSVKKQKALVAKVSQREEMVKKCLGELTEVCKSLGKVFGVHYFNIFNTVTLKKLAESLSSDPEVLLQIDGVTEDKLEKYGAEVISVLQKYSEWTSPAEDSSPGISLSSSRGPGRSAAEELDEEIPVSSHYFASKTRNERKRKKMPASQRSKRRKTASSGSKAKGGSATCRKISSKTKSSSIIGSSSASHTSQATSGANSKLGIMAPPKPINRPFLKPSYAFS
PGK inhibitor: blocks T. brucei phosphoglycerate kinase. P07378. PGK/GAPDH coupled, Kinase-Glo luminescence, 60 min. Potency, µM (titrated, usually from 57.5 µM), for inactives: at the top dose activity change, negative = inhibition, actives largely listed as inhibitors. 380,000 compounds, 0.043% hits. AID 602233; further: on the % scale 0 is the no-effect control and ±100 the full control effect; nearly all actives have a fitted effect of over 60% in size
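Luminescent ATP detection (Kinase-Glo Plus) follows a 60-minute room-temperature incubation, with wells lacking PGK as controls. Buffer: 100 mM TEA (pH 7.6), 5 mM MgCl2, 0.01% Tween-20. Coupling enzyme GAPDH (100 nM final) supplies unstable 1,3-BPG in-well.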
BAZ2B inh: blocks human BAZ2B | AlphaScreen BAZ2B-H3K14Ac peptide displacement | 360,000 compounds, 4.4% hits | Q9UIF8 | Potency, µM (titrated, usually from 114 µM), for inactives: at the top dose activity change, negative = inhibition, actives largely listed as inhibitors; further: on the % scale 0 is the no-effect control and ±100 the full control effect; nearly all actives have a fitted effect of over 60% in size
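Complex of BAZ2B and biotin-H3K14Ac (50 nM apiece) forms over 30 min at RT, then faces library compounds up to 110 uM for another 30 min; AlphaScreen beads added, 20 min dark incubation, luminescence read.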
Pol iota inh: blocks human DNA polymerase iota activity. Q9UNA4. Pol iota fluorescent replication assay, 10 min. Potency, µM (doses to about 115 µM), inactives show at the highest dose activity, negative = inhibition, most hits filed as inhibitors. 390,000 compounds, 1% hits
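Fluorescent replication assay read twice, at 0 min and 10 min after adding 50 nM (final) substrate. Enzyme (10 nM) and compounds were first incubated 15 min at room temperature; enzyme-free buffer wells were negative controls.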
Pin1 inhibitor: inhibitors of human Pin1; Pin1 FP peptide displacement, HiFluor488, 10 min; Potency, µM (highest dose often 115 µM), without a hit: at the top dose activity, negative = inhibition, hits mostly inhibitors; 390,000 compounds, 0.009% hits; AID 504891; active means well fitted inhibition curve with a large enough effect in the polarisation, with a control signal flat, not every such curve was filed as active; inconclusive means small, poorly fitted or top-dose-only effect, or effect the other way, or a change in a side signal; inactive means no such curve, though single readings can be large or run the other way; the % refers to the polarisation; further: on the % scale 0 is the no-effect control and ±100 the full control effect
An asterisk follows results filed as active; i = inactive; ? = inconclusive; . = not tested or not shown; [ ] = dose if it differs, or a comment. Unless noted, the call rests on the fitted dose curve; in most records, active means well fitted curve in the direction sought with a large enough effect; inconclusive means small, poorly fitted or top-dose-only effect, or another doubt; inactive means no such curve, though single readings can be large; an effect the other way counts as inactive or inconclusive. Potency means the concentration at half of the fitted maximal effect.

SMILES	GLS inhibitor	JMJD2A Tudor inh	HP1b binding inh	G9a inh	BLM helicase inh	PGK inhibitor	BAZ2B inh	Pol iota inh	Pin1 inhibitor
CCOC(=O)c1cc(S(=O)(=O)Nc2ccccc2OCC)[nH]n1	-3%	50µM*	-1%[57 µM]	8.9µM*	1%	-8%	50µM*	?	-13%
S=C(Cc1ccccc1)NCCc1ccccc1	3%	9%	62%[activator]	0%[2.33 µM]	.	-8%	16%	-22%	-2%
CC(=O)c1cc2c(cc1NC(=O)c1cc3nc(C(C)C)cc(C(F)(F)F)n3n1)OCO2	1%	-11%[57.1 µM]	56%[activator]	17%	1%	2%	6%	23%	?
CS(=O)(=O)c1ccccc1C(=O)Nc1ccc(-c2nc3ccccc3[nH]2)cc1	0%	-18%	0%[57 µM]	19%	2%	-3%	-23%	12%	0%
CC1(C(=O)N/N=C/c2c(F)c(F)c(F)c(F)c2F)CC1(Cl)Cl (stereo unspecified)	13%	-5%	6%	.	.	-2%	.	39%[activator]	5%
CCc1ccc(CNC(=O)CCc2nc(-c3cccs3)no2)cc1	0%	-20%	37%[activator]	-6%	-1%	-4%	9%	10%	-3%
CC(C)n1cnc2cc(NCc3ccco3)ccc21	-3%	?	3%	?	-8%	-10%	-33%[57.1 µM]	?	-11%
O=C(c1nc2ncccn2n1)N1CCN(c2ccc(F)cc2)CC1	-1%	6%	23%	-26%[59 µM]	-2%	i	-27%	-1%	-5%
COc1ccc(C2C=C(c3ccc(Cl)cc3)Nc3nc(-c4ccc(Cl)cc4)nn32)cc1 (stereo unspecified)	-5%	-24%	19%	?	-14%	i	?	-7%	?
CCc1ccc2oc(-c3cccc(N)c3)nc2c1	1%	-9%	10%	.	-5%	-4%	-8%	46%[activator]	0%
CN(C)S(=O)(=O)n1cc(/C=C(\NC(=O)c2ccccc2F)C(=O)NCCCN2CCOCC2)c2ccccc21	8%	-27%	20%	39%	2%	-9%	-5%	39%[activator]	4%
CCn1cnc2c1c(=O)n(Cc1cccc([N+](=O)[O-])c1)c(=O)n2Cc1ccccc1	-1%	-29%	-10%	-20%	-5%	1%	-22%	121%[activator]	13%
CCOC(=O)C1=C(COC(=O)Cc2ccc(OC)c(OC)c2)NC(=O)NC1C (stereo unspecified)	-14%	-17%	32%	14%[12.7 µM]	.	0%	-5%	7%	-2%
CCC(CC)C(=O)NCc1nc2cccnc2n1Cc1ccc(F)cc1	-9%	-8%	8%[57 µM]	6%[59 µM]	-1%	-12%	-1%	1%	-2%
Cc1c(Cl)cccc1N/C(=N/S(=O)(=O)c1cccs1)c1ccccc1	-9%	-6%	6%	.	-14%	-2%	4%	93%[activator]	4%
COc1ccc(/C(N)=N/OC(=O)c2ccco2)cc1OC	7%	-17%[11.4 µM]	?	-29%	-3%	1%	-15%	91%[activator]	0%
Cc1cc(C)n(-c2nc3ccccc3nc2Nc2ccc(Cl)c(C(=O)OC(C)C)c2)n1	1%	50%[activator]	121%[activator]	61%[activator][59 µM]	-5%	-3%	34%[activator]	22%	3%
Cc1cc(C)n(-c2nnc(C)n2NS(C)(=O)=O)n1	-1%	?	20%	?	-5%	i	?	11%	3%
COc1ccc(CNC(=O)CN(C(=O)CCC(=O)Nc2ccccn2)c2cccc(C)c2C)cc1	-2%	-13%	-9%	5%	-2%	-4%	-19%	32%[activator]	-1%
O=C(NCCCNC(=O)c1ccco1)c1ccc(F)cc1	-5%	-3%	23%	27%	2%	3%	1%	24%	0%

Single records, as listed above:
`CCn1cnc2c1c(=O)n(Cc1cccc([N+](=O)[O-])c1)c(=O)n2Cc1ccccc1` as listed: GLS inhibitor: -1%; JMJD2A Tudor inh: -29%; HP1b binding inh: -10%; G9a inh: -20%; BLM helicase inh: -5%; PGK inhibitor: 1%; BAZ2B inh: -22%; Pol iota inh: 121%[activator]; Pin1 inhibitor: 13%
`CN(C)S(=O)(=O)n1cc(/C=C(\NC(=O)c2ccccc2F)C(=O)NCCCN2CCOCC2)c2ccccc21` as listed: GLS inhibitor: 8%; JMJD2A Tudor inh: -27%; HP1b binding inh: 20%; G9a inh: 39%; BLM helicase inh: 2%; PGK inhibitor: -9%; BAZ2B inh: -5%; Pol iota inh: 39%[activator]; Pin1 inhibitor: 4%

New compounds follow.
SMILES	GLS inhibitor	JMJD2A Tudor inh	HP1b binding inh	G9a inh	BLM helicase inh	PGK inhibitor	BAZ2B inh	Pol iota inh	Pin1 inhibitor
Cc1cc(/C=N/NC(=O)C(O)(c2ccccc2)c2ccccc2)c(C)n1-c1ccccc1	3%	?	17%	?	3%	.	?	-9%	27%
Cc1ccc(C)c(NC(=O)CN2C(=O)NC(C)(c3ccc4c(c3)OCCO4)C2=O)c1 (stereo unspecified)	0%	-7%	40%[activator]	5%[12.7 µM]	.	-4%	?	16%	-3%
Cc1nn(-c2ccccc2)c2sc(-c3n[nH]c(=S)o3)cc12	23%	-33%	33%	?	0%	i	?	?	.
CCc1nn2c(=O)cc(COC(=O)c3ccccc3NC(=O)COc3ccccc3C)nc2s1	-4%	-12%	37%	-5%[59 µM]	-20%	6%	-5%	-7%	12%
Cc1nn(-c2ccccc2)c(C)c1NC(=O)COc1ccc2ccccc2c1	4%	-12%	30%	?	-2%	-3%	-13%	6%	1%
COc1cc(C(=O)N2CCN(c3cccc(C(F)(F)F)c3)CC2)ccc1OCC(=O)N1CCOCC1	-4%	-11%	22%	.	.	-8%	.	19%	-1%
Cc1ccc(-c2cc3c(N=O)c4ccccc4c-3n[nH]2)cc1	-7%	-11%	-12%	?	-6%	-4%	-26%	-15%	11%
Cc1[nH]n(C(N)=S)c(=O)c1N=Nc1cccc([N+](=O)[O-])c1C	16%	?	6%	56µM*	-1%	-10%	?	-5%	-3%
O=C(NNc1nc2cc3c(cc2s1)OCO3)c1ccccc1	-1%	-18%	28%	28µM*	-6%	-4%	-6%	-4%	-10%
Cc1cc(C)n2c(SCC(=O)N(CC(C)C)c3c(N)n(CC(C)C)c(=O)[nH]c3=O)nnc2n1	-9%	-12%	26%	18µM*	0%	1%	0%	180%[activator]	4%
CN(C)C(=O)c1cc([N+](=O)[O-])ccc1O	0%	1%	84%[activator]	.	3%	i	2%	13%	-2%
Cc1ncoc1C(=O)N1CCCC(N2CCN(c3cccc(C(F)(F)F)c3)CC2)C1 (stereo unspecified)	12%	-3%	27%	27%	-2%	-1%	-5%	-17%	-1%
COc1ccc(N=C2SC(C(N)=O)CC(=O)N2Cc2ccc3c(c2)OCO3)cc1 (stereo unspecified)	-19%	79µM*	9%	-4%	-8%	?	79µM*	40µM*	-2%
CNC(=O)c1ccccc1NC(=O)C1CC(=O)N(C(C)C)C1 (stereo unspecified)	5%	-7%	4%	1%	-5%	-4%	4%	102%[activator]	2%
CCCC(=O)Nc1ccc(C(=O)COC(=O)c2cc(C)oc2C)cc1	-1%	-16%	15%	?	.	i	42%[activator]	3%	9%
CSc1ccc(NC(=O)CC(C)=O)cc1	7%	-22%	2%	0%	-4%	-1%	0%	-5%	1%
Cc1cc(NC(=O)CSc2c3c(nc4ccccc24)CCC3)no1	5%	-6%	32%	-8%	3%	6%	8%	-2%	-4%
Cc1c(C)c(C)c(S(=O)(=O)NCCC(=O)N2CCN(Cc3ccc(C#N)cc3)CC2)c(C)c1C	-4%	-14%	17%	12%[2.33 µM]	.	8%	-7%	17%	?
CCOc1cc(C#N)c(NC(=O)Cn2nnc3ccccc32)cc1OCC	1%	-18%	17%	-35%	1%	-1%	-5%	3%	-7%
COC(=O)CNC(=O)C1CCN(S(=O)(=O)c2cnc[nH]2)CC1	-2%	-9%	24%	18%	-1%	-4%	-12%	-2%	-6%
CC1(C)OC(=O)C(=NNc2ccccc2C(=O)O)C(=O)O1	5%	-10%	21%	?	-1%	1%	-1%	-17%	-11%
O=C(Cn1nc(-c2cccc(Cl)c2)ccc1=O)Nc1cccnc1	-4%	-12%	28%	3%	-5%	i	-5%	-1%	-2%
CN(CC(=O)Nc1ccccc1Cl)C(=O)Cn1cnc2ccccc2c1=O	-7%	-9%	20%	?	.	6%	2%	27%	1%
COC(=O)NNC(=O)C(c1ccccc1)c1ccccc1	1%	-2%	40%[activator]	.	.	3%	.	70%[activator]	-2%
COc1ccccc1-n1c(C)nc2cc(C(=O)NCCN3CCOCC3)ccc21	-2%	-5%	33%[activator]	?	-3%	.	5%	2%	-2%
CCOC(=O)c1c(C)n(C)c2cc(OCCN(CC)CC)ccc12	13%	-8%	2%	-1%[12.7 µM]	42%[activator]	-4%	-4%	11%	0%
Cc1nnc2c(NC3CCCC3)nc3ccccc3n12	5%	-22%[57.1 µM]	2%	-4%	-2%	8%	-14%	64%[activator]	0%
Cc1cccc(Nc2ccc([N+](=O)[O-])cn2)c1	-10%	-10%	45%[activator]	.	-3%	-3%	-32%	31%[activator]	-3%
CCOC(=O)C1CCN(C(C)=C2C(=O)c3ccccc3C2=O)CC1	13%	-12%	38%	?	-2%	-8%	?	?	1%
CCN(CC)c1nn2c(=O)c(C(=O)NCc3cccc(OC)c3OC)cnc2s1	-22%	-14%	6%	14%[59 µM]	2%	-11%	-10%	0%	-8%
CCC(=O)Nc1ccc2c(c1)ncn2C	1%	-11%	25%	-41%	-5%	1%	-32%	15%	1%
O=C(Cn1ccc2ccccc2c1=O)N1CCN(c2cccc(Cl)c2)CC1	4%	5%	19%	-9%	-4%	4%	1%	1%	6%
Cc1ccc(OCCC(=O)OCC(=O)N2CC(=O)Nc3ccccc32)cc1	4%	-5%	43%[activator]	11%[12.7 µM]	.	1%	-5%	3%	-5%
Cc1nnc(NC(=O)c2ccc(S(=O)(=O)N3CCOCC3)cc2)s1	21%	-9%	19%	5%	3%	3%	-12%	4%	-3%
CC(=O)NC1Sc2ccccc2N=C1c1ccccc1 (stereo unspecified)	-3%	50µM*	?	?	-3%	i	-4%	?	-7%
Cc1cc(C)cc(NC(=O)CSc2nncn2-c2ccccn2)c1	2%	-15%	-8%	.	3%	-14%	-10%	24%	-3%

Only part of the results is shown; count on the stated rates, not on these rows.
